FLuc modulator – counter-screen for miR-21 project: firefly luciferase inhibitors or activators; purified FLuc, Km substrates, luminescence inhibition; Potency, µM (top dose mostly 57.5 µM), inactives show top-dose activity change, negative = inhibition, usual class: inhibitors; hit rate 6.9% among 360,000; active = well fitted inhibition curve with a large enough effect; inconclusive = small, poorly fitted or top-dose-only effect;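 note: plate controls were vehicle for no effect and reference inhibitor for full effect; nearly all actives have a fitted effect of over 55% in size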
Target sequence (P08659 whole entry, looked up): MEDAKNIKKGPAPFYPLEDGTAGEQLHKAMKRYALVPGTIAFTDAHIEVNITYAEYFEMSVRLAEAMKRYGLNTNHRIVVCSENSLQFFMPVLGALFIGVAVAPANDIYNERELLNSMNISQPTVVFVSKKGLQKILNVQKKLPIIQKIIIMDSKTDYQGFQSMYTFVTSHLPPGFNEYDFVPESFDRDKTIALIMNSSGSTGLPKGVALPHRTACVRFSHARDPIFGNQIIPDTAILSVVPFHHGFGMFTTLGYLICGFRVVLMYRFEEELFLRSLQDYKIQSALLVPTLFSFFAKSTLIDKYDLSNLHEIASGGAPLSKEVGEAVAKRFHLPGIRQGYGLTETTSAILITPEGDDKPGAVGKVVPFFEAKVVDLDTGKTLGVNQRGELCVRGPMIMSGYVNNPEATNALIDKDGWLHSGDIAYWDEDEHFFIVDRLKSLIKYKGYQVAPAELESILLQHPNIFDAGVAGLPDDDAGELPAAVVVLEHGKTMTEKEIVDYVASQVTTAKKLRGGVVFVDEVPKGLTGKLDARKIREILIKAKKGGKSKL
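Biochemical qHTS of compounds, final roughly 60 µM downward over six points, against 10 nM purified firefly luciferase using Km concentrations of substrates (10 uM D-luciferin, 10 uM ATP) in Tris acetate pH 7.5 buffer; luminescence output.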
Active calls of the source: *; ? = inconclusive. Potency is the fitted concentration of half-maximal effect. An excerpt; rates above refer to the full screens.

The opening six records (preview)
SMILES	FLuc modulator
O=C(NCc1ccccc1)C(=O)Nc1ccc2nc3n(c(=O)c2c1)CCCCC3	3%
COc1ccc(-c2nn(CC(=O)NC3CCCC3)c3c2cnc2ccc(F)cc23)cc1	6%
O=c1c2oc3ccccc3c2n(Cc2ccccc2F)c(=O)n1Cc1ccccc1	-2%
COCCn1c(C)cc(O)c(C(c2ccc(C)cc2)N2CCCCC2)c1=O (centres undefined)	3%
CCc1nc2ccccc2n1CCCCOc1ccccc1C	?
Cc1cccc(CNC(=O)CCn2c(=O)c3cccn3c3ccc(F)cc32)c1	-1%

All compounds of this part, previewed entries included:
SMILES	FLuc modulator
O=C(NCc1ccccc1)C(=O)Nc1ccc2nc3n(c(=O)c2c1)CCCCC3	3%
COc1ccc(-c2nn(CC(=O)NC3CCCC3)c3c2cnc2ccc(F)cc23)cc1	6%
O=c1c2oc3ccccc3c2n(Cc2ccccc2F)c(=O)n1Cc1ccccc1	-2%
COCCn1c(C)cc(O)c(C(c2ccc(C)cc2)N2CCCCC2)c1=O (centres undefined)	3%
CCc1nc2ccccc2n1CCCCOc1ccccc1C	?
Cc1cccc(CNC(=O)CCn2c(=O)c3cccn3c3ccc(F)cc32)c1	-1%
COc1ccc(S(=O)(=O)N2CCN(Cc3nc4ccc(C)cc4o3)CC2)cc1	-15%
COC(=O)COc1ccc2oc(-c3ccc(OC)cc3)cc(=O)c2c1	?
COc1ccc(S(=O)(=O)NCCc2cn3ccsc3n2)cc1	-7%
O=C(Nc1cccc(Cl)c1Cl)c1cc(S(=O)(=O)N2CCCCC2)ccc1F	-9%
CN(C)c1ccc(C(CNS(=O)(=O)c2ccc(Cl)cc2)N2CCOCC2)cc1 (centres undefined)	-7%
CCC1CCCCN1CCCNC(=O)c1sc2nc(C)cc(C)c2c1-n1cccc1 (centres undefined)	0%
CCOC(=O)c1ccc(NC(=O)c2ccc3c(c2)CCN3S(=O)(=O)c2ccc(Cl)cc2)cc1	1%
O=S(=O)(NCC(c1cccs1)S(=O)(=O)c1ccccc1)c1ccc(F)c(C(F)(F)F)c1 (centres undefined)	-9%
Cc1ccc(NC(=O)CSc2nc3c(c(=O)[nH]2)CN(Cc2ccc4c(c2)OCO4)CC3)cc1C	-2%

Ordered by length of the SMILES (low to high): 5 of the compounds above.
SMILES	FLuc modulator
COCCn1c(C)cc(O)c(C(c2ccc(C)cc2)N2CCCCC2)c1=O (centres undefined)	3%
Cc1cccc(CNC(=O)CCn2c(=O)c3cccn3c3ccc(F)cc32)c1	-1%
COc1ccc(S(=O)(=O)N2CCN(Cc3nc4ccc(C)cc4o3)CC2)cc1	-15%
CN(C)c1ccc(C(CNS(=O)(=O)c2ccc(Cl)cc2)N2CCOCC2)cc1 (centres undefined)	-7%
O=S(=O)(NCC(c1cccs1)S(=O)(=O)c1ccccc1)c1ccc(F)c(C(F)(F)F)c1 (centres undefined)	-9%

(next part)
SMILES	FLuc modulator
Cc1ccc(Nc2c(-c3ccc(C)cc3)nc3c(C)cccn23)cc1	-2%
COC(=O)c1ccccc1NC(=O)Cn1c(=O)n(-c2cccc(OC)c2)c(=O)c2c(C)c(C(=O)N(C)C)sc21	3%
CCS(=O)(=O)N1N=C(c2ccc(C)cc2)CC1c1cc2ccc(OC)cc2nc1Cl (centres undefined)	-10%
Cc1ccccc1C(=O)Nc1c(C)nc2ccccn2c1=O	-7%
COc1ccc(CNC(=O)c2cnc3sc(N4CCC(C)CC4)nn3c2=O)c(OC)c1	2%
CCC(C(=O)Nc1ccccc1C(=O)OC)n1nc(C)c2c(C)n(-c3ccc(C)cc3)nc2c1=O (centres undefined)	-17%
Clc1ccccc1CNc1ncnc2c1c(-c1ccccc1)cn2-c1ccccc1	-2%
CCc1ccc(NC(=O)c2cc(=O)c3ccc(C)c(C)c3o2)cc1	-7%
O=C(CSc1nccn1-c1cccc(Cl)c1)Nc1cccc(C(F)(F)F)c1	-2%
CC(=O)Nc1ccccc1-c1nc2ccccc2n(C(C)C(=O)c2ccc(C)c(C)c2)c1=O (centres undefined)	-11%
O=C(CS(=O)(=O)c1cccc2nsnc12)N1CCN(c2ccccc2F)CC1	-10%
Cc1ccc(CNC(=O)CCCCCn2c(=O)c3sccc3n(CC(=O)N(C)c3ccccc3)c2=O)cc1	?
Nc1cc(=O)nc(SCC(=O)Nc2ccc(F)cc2)n1-c1ccccc1Cl	-16%
Cc1cc2nc(-c3ccc(NC(=O)c4ccccc4F)cc3)oc2cc1C	-17%
CC(=O)N1c2ccccc2C(=O)C1N1CCN(c2cccc(C(F)(F)F)c2)CC1 (centres undefined)	-2%
CC(=O)c1cc2c(cc1N/C(=N/S(=O)(=O)c1ccc(Cl)cc1)c1ccc(F)cc1)OCO2	-15%
COc1ccc(C)cc1-n1nnc(-c2nc(-c3ccccc3Cl)no2)c1N	-17%
COc1ccc(C(=O)OC2=C(C(=O)c3ccccc3)N(C)S(=O)(=O)c3ccccc32)cc1OC	-6%
O=C(C1CC1)N1CCN(c2nc3c(Cl)cccc3s2)CC1	-13%
CCOc1ccc(C(=O)NCC(c2ccc3c(c2)OCO3)N2CCN(C)CC2)cc1 (centres undefined)	-2%
COc1ccc(NC(=O)/C=C\C(=O)N(c2ccc(C(C)C)cc2)C(C(=O)NCc2ccco2)c2ccc(C)cc2)cc1 (centres undefined)	4%
O=C(COc1ccccc1)NCC(c1ccc(Cl)cc1)N1CCOCC1 (centres undefined)	-7%
CCOC(=O)c1c(-c2ccccc2)oc2ccc(NS(=O)(=O)c3ccc(OC)cc3)cc12	-4%
COc1cccc(-c2nnc(SCC(=O)N(C)c3ccccc3)o2)c1	-11%
CCOc1ccc(CNC(=O)CCCn2c(=O)c3cccn3c3ccc(F)cc32)cc1	1%
COc1ccc(-c2c3c(=O)n(C)c(=O)n(C)c3c3n2-c2ccccc2NC3c2ccccc2OC)cc1 (centres undefined)	0%
CC(C)Oc1ccc(CNC(=O)Cc2ccc(NC(=O)N3CCSc4ncccc43)cc2)cc1	?
CCOC(=O)N1CCc2c(sc3c2c(=O)n(-c2ccc(CC)cc2)c(=O)n3Cc2ccc(F)cc2Cl)C1	2%
CC1=C(c2ccc(Cl)cc2)S(=O)(=O)N=C1N1CCN(c2cc(C)ccc2C)CC1	-4%
Cc1cccc(N(C)C(CNS(=O)(=O)c2ccccc2)c2ccccc2)c1 (centres undefined)	-1%
CCOCCCNC(=O)C(=O)Nc1c2c(nn1-c1ccccc1)CSC2	-17%
CCOC(=O)c1c(C)oc2nc(C)nc(NCCc3ccc(OC)c(OC)c3)c12	6%
CCCOc1ccc(C2c3c(oc4ccccc4c3=O)C(=O)N2c2ccc(C)cn2)cc1OCC (centres undefined)	1%
CCOCCc1nn2c(=O)cc(COC(=O)c3ccccc3Br)nc2s1	-6%
COc1ccc(C2CC(=O)N3CN(C4CCCCC4)CSC3=C2C#N)cc1 (centres undefined)	?
CCCCOC(=O)c1ccc(-n2nnc3c(sc4nc(C)cc(C)c43)c2=O)cc1	-1%
CCOc1ccc(CNC(=O)c2ccc3nc(CC)c(CC)nc3c2)cc1OC	2%
CCOC(=O)c1c(-c2ccc(OC)c(OC)c2)csc1NC(=O)c1ccccc1F	-2%
Cc1ccc(Cl)cc1Nc1nn2c(=O)c3ccc(C(=O)NC4CCC(C)CC4)cc3nc2s1 (centres undefined)	0%
O=C(CSc1nccn1-c1ccc(F)cc1)Nc1nc2ccccc2s1	0%
c1ccc(CNc2nc3c(-c4ccccc4)nnn3c3ccccc23)cc1	-11%
COc1ccc(CNC(=O)c2cc(C3CC3)nc3c2c(C)nn3-c2cccc(Cl)c2C)cc1	-2%
CC(C)(C)c1ccc(C(=O)Nc2ccc(-c3nc4cc(Cl)ccc4o3)cc2)cc1	-1%
CCn1c(=O)n(CC)c2cc(N3CCCCC3)c(NC(=O)Nc3ccccc3C(F)(F)F)cc21	0%
COc1cccc(CNC(=O)Cn2c(=O)c3cccn3c3ccc(F)cc32)c1OC	2%

Three of these compounds, set out differently:
CCCOc1ccc(C2c3c(oc4ccccc4c3=O)C(=O)N2c2ccc(C)cn2)cc1OCC (centres undefined)
  FLuc modulator: 1%
COc1ccc(S(=O)(=O)NCCc2cn3ccsc3n2)cc1
  FLuc modulator: -7%
Cc1ccc(CNC(=O)CCCCCn2c(=O)c3sccc3n(CC(=O)N(C)c3ccccc3)c2=O)cc1
  FLuc modulator: ?

The listing continues:
SMILES	FLuc modulator
CCOc1ccc(CC(=O)NCCc2sc3nc(-c4ccc(F)cc4)nn3c2C)cc1	-10%
COc1ccc(C(C)NC(=O)CN(c2cc(OC)ccc2OC)S(=O)(=O)c2ccccc2)cc1 (centres undefined)	1%
Cc1ccc(NC(=O)CN2C(=O)COc3ccc(S(=O)(=O)NC4CCCC4)cc32)cc1N(C)C	1%
Cc1ccc2ncc3c(-c4ccc(F)cc4)nn(CC(=O)Nc4ccccc4C)c3c2c1	-2%
COc1ccccc1N1CCN(c2ncnc3c2cnn3-c2cccc(Cl)c2)CC1	-2%
Cc1ccc(OCC(=O)Nc2cccc(OCc3cc(=O)n4ccccc4n3)c2)cc1C	6%
CCOc1ccc(C(=O)Nc2ccc(OCc3cc(=O)n4cccc(C)c4n3)cc2)cc1	-6%
O=C(NCc1ccc(Cl)cc1)C(=O)NCC(c1cccs1)S(=O)(=O)c1cccs1 (centres undefined)	-2%
CC(C)CCn1c(Oc2ccccc2F)nc2c1c(=O)n(C)c(=O)n2C	-8%
O=C(Nc1ccccc1)N(Cc1cccs1)c1ccc(Cl)cc1	-15%
Cc1cc(C)n(C(C)CC(=O)NCc2ccc(Cl)cc2)n1 (centres undefined)	0%
CC1CCN(C(=O)Cn2cc(SCC(=O)NCc3ccc(F)cc3)c3ccccc32)CC1	-11%
Cc1ccc(CNC(=O)c2ccc(Cn3c(SCc4ccccc4F)nc4cccnc43)cc2)cc1	6.7µM*
COC(=O)c1cc2sccc2n1Cc1nc(-c2ccc(C)cc2)oc1C	-10%
CCOc1ccc(OCC)c(NC(=O)c2ccc(-c3ccccc3)s2)c1	3%
Cc1ccc(CCNC(=O)c2ccc(CNS(=O)(=O)c3ccc(F)cc3)cc2)cc1	-3%
CCN(CC)c1ccc2cc(-c3nnc(-c4cccc(Cl)c4)o3)c(=O)oc2c1	-7%
Cc1ccccc1Cn1ccn(-c2ccc(F)c(F)c2)c(=O)c1=O	-1%
COCCCNC(=O)C1CCN(Cc2cc3ccccc3n2Cc2cccc(Cl)c2)CC1	-2%
CC1CCN(c2nc(-c3ccc(Br)cc3)nc3ccccc23)CC1	2%
CSc1ccc(CCNC(=O)CCn2c(=O)c3cccn3c3ccc(F)cc32)cc1	3%
CCC(C)n1c(SCc2c(F)cccc2Cl)nc2ccsc2c1=O (centres undefined)	3%
Cc1sc2c(c1C)c(=O)n(-c1cccc(C(F)(F)F)c1)c(=O)n2Cc1ccc(F)cc1	-3%
O=C(Nc1ccc(Cl)cc1Cl)c1cc(S(=O)(=O)NCc2ccc3c(c2)OCO3)ccc1F	-1%
O=C(Nc1nc2ccc(F)cc2s1)c1nc(S(=O)(=O)Cc2ccccc2F)ncc1Cl	?
COc1ccc(C2Nc3ccccc3-n3c(-c4ccccc4)c4c(=O)n(C)c(=O)n(C)c4c32)cc1 (centres undefined)	-6%
CCN(CC)S(=O)(=O)c1ccc2c(c1)N(CC(=O)NCCCN1CCN(c3ccc(OC)cc3)CC1)C(=O)CO2	0%
CCC(=O)N1c2ccccc2CC1C(=O)NCCN1CCN(c2ccccc2F)CC1 (centres undefined)	-5%
Cc1cccc(NC(=O)CN(C)S(=O)(=O)c2ccc3c(c2)CCC(=O)N3)c1C	0%
CCn1c(CN2CCC(C)CC2)nc2cc(NC(=O)COc3ccc([N+](=O)[O-])cc3)ccc21	-2%
CC(C)c1ccc(-c2noc(SCC(=O)N3CCCCC3C)n2)cc1 (centres undefined)	3µM*
COc1ccc(N2CCN(C(=O)C3Cc4ccccc4N3C(C)=O)CC2)cc1 (centres undefined)	-5%
Cc1ccc(-c2nc3nc(C)cc(C)n3c2Nc2ccc3c(c2)OCCO3)cc1	-18%
COc1ccc(Cn2c(CNC(=O)c3ccc(N(C)C)cc3)nc3cccnc32)cc1	-6%
COc1ccc(C(=O)N2CC(=O)Nc3ccc(Br)cc3C2c2ccc(F)cc2)cc1OC (centres undefined)	-5%
CCCCOc1cccc(C(=O)Nc2cccc(-c3nc4ncccc4o3)c2C)c1	?
CCOC(=O)C1CCC(CN(Cc2ccc(OC)cc2)S(=O)(=O)c2ccc(F)c(C(=O)Nc3c(C)cccc3C)c2)CC1 (centres undefined)	-1%
Cc1c(CNCCCc2ccccc2)c(C(=O)O)c(C)n1Cc1cccc(Cl)c1	-8%
O=S(=O)(NCC(c1ccco1)N1CCN(c2ccccc2)CC1)c1cc(F)ccc1F (centres undefined)	-4%
CC(NC(=O)c1ccc(Cn2c(SCc3ccccc3)nc3cccnc32)cc1)c1ccccc1 (centres undefined)	-2%
Cc1ccc(OCCn2c(CNc3cccc(C)c3)nc3ccccc32)cc1	-15%
Cc1cc2c(cc3c(SCc4cccc(F)c4)nnc(C)n32)o1	?
Cc1ccc(N2CC(NC(=O)c3ccccc3C(F)(F)F)CC2=O)cc1C (centres undefined)	-1%
CCCOCc1cc(CN2CCN(c3cccc(Cl)c3)CC2)c(O)c2ncccc12	0%
CCC(=O)N1CCc2cc(S(=O)(=O)NC(Cc3ccccc3)C(=O)NCc3ccccc3)ccc21 (centres undefined)	5%
Cc1ccc(Nc2nnc(-c3ccc(C)c(S(=O)(=O)N4CCOCC4)c3)c3ccccc23)c(C)c1	-12%
CC(C)c1ccc(NC(=O)CCCc2nc(-c3ccc(Cl)cc3)no2)cc1	-2%
COc1cc(Cl)c(C)cc1NC(=O)c1cnn(-c2ccc(F)cc2F)c1C1CCN(C(=O)OC(C)(C)C)CC1	-2%
O=S1(=O)c2ccccc2N(Cc2ccc(F)cc2)c2ccccc21	?

Source: PubChem BioAssay
